# Pf growth 48h – P. falciparum growth inhibition at 48 hours (one generation) | AID 504832 | Potency, µM (doses to about 28.7 µM), for the others: at the highest dose activity change, negative = inhibition, hits mostly inhibitors | P. falciparum luciferase growth in erythrocytes, 48 h | 310,000 tested, 5.9% active; also: potency is read from the fitted curve at half-maximal effect; % is scaled to controls: 0 for no effect and ±100 for the full control effect
#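 Firefly luciferase activity from engineered P. falciparum reports growth; inhibitors lower the luminescent signal. Cultures contained 2% hematocrit erythrocytes at 0.1% final parasitemia.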
# CHX counter – affects cycloheximide protein synthesis inhibition readout, counter-screen; max response, %; AID 2314; 300,000 tested, 12% active; cell reporter, cycloheximide protein synthesis inhibition counterscreen; in the data active = max response mostly above about 13%, no sharp cut-off; inactive = mostly below about 14%; also: read at 38.3 µM for the half of the compounds with a filed dose; 0% is about no effect
# Shiga toxin inh – blocks Shiga toxin action in Vero cells | Vero cells, Shiga toxin protein synthesis inhibition reporter | inhibition, % at 38.7 µM | 290,000 tested, 9.2% active | AID 2315; in the data active = inhibition mostly above about 28%, no sharp cut-off; inactive = mostly below about 43%; also: 0% is about no effect
# HCV inhibitor – inhibitors of hepatitis C virus infection; Huh7.5.1 HCVcc-Cre infection, luciferase reporter, 44 h; Potency, µM (doses to about 41.8 µM), for the others: at the top dose activity change, negative = inhibition, hits mostly inhibitors; 340,000 tested, 3.4% active; AID 651820; also: potency is read from the fitted curve at half-maximal effect; % is scaled to controls: 0 for no effect and ±100 for the full control effect
#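 HCVcc-Cre virus at an moi near 0.5 was added right after compound to cells cultured 4 h from seeding (1,000 cells/well). Luciferase activity was determined 44 h later, 15 min after substrate addition at RT.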
# Pf growth 96h – P. falciparum growth inhibition at 96 hours; P. falciparum luciferase reporter growth, 96 h; Potency, µM (titrated, usually from 28.7 µM), for the others: at the highest dose activity change, negative = inhibition, usual class: inhibitors; 320,000 tested, 6.9% active; AID 504834; also: potency is read from the fitted curve at half-maximal effect; % is scaled to controls: 0 for no effect and ±100 for the full control effect
#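 P. falciparum expressing integrated firefly luciferase grown in erythrocytes (2% hematocrit, 0.05% parasitemia final) with compounds for 96 hours at 37 C, 5% CO2. Growth inhibition read as loss of luminescence after adding luciferase detection reagent.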
# FBPA Giardia inh – Giardia lamblia aldolase inhibition. A8B2U2. purified Giardia FBPA. Potency, µM (titrated, usually from 59.6 µM), for inactives: top-dose activity, negative = inhibition, hits mostly inhibitors. 290,000 tested, 0.71% active. AID 2451; also: potency is read from the fitted curve at half-maximal effect; % is scaled to controls: 0 for no effect and ±100 for the full control effect; nearly all actives have a fitted effect of over 55% in size
# Target sequence (A8B2U2 whole entry, looked up): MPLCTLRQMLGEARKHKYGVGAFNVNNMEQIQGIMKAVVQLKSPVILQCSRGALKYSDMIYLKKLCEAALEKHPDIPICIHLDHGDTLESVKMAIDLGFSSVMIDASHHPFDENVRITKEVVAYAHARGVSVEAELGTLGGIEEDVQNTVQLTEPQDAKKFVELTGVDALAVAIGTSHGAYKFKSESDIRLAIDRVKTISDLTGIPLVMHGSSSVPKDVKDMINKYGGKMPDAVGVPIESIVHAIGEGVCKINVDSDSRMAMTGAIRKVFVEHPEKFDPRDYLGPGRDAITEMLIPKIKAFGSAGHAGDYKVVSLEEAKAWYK
#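 Giardia FBPA (40 nM reagent) was preincubated 10 min at RT with compound (up to 57.5 uM final), then substrate plus GAPDH/TPI/NAD/arsenate coupling system with diaphorase/resazurin was added; resorufin fluorescence (525/598 nm) was read after 20 min.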
# Active calls of the source: *; ? = inconclusive; . = not tested or not shown; [ ] = another dose, or the depositor's remark. Unless noted, calls follow the shape of the dose curve; as a rule, active = well fitted curve in the direction sought with a large enough effect; inconclusive = small, poorly fitted or top-dose-only effect, or another doubt; inactive = no such curve, though single readings can be large; an effect the other way counts as inactive or inconclusive. The order is random, and some 24% of all compounds hit somewhere here.
SMILES,Pf growth 48h,CHX counter,Shiga toxin inh,HCV inhibitor,Pf growth 96h,FBPA Giardia inh
c1ccc(COc2ccc(CNCc3cccnc3)cc2)cc1,-12%,30*,20,-21%,?,2%
O=c1nc(N2CCCC2)nc(Nc2ccccc2)[nH]1,0%,-3,7,3%,15µM*,17%
COCCNC(=O)C(=O)Nc1ccc(Cl)cc1C,68%[activator],32*,54*,-18%,?,4%
CCCc1nc(SCC(=O)N2c3ccccc3CC2C)c2c(C)c(C)sc2n1 (stereo not drawn),?,-3,-18,?,?,4%
Cc1ccc(N2Cc3ccccc3C2=S)cc1,494%[activator],37*,82*,-13%,?,-4%
COc1ccc(CCNC(=O)CSc2nnc3c(n2)[nH]c2ccc(F)cc23)cc1OC,-14%,-8,-4,9%,3%,?
COc1ccc(CCNc2ccc([N+](=O)[O-])cn2)cc1,?,-3,-2,?,13µM*,3%
O=C(c1ccc(Cl)c(S(=O)(=O)Nc2ccccc2C(=O)N2CCc3ccccc3C2)c1)N1CCc2ccccc2C1,10µM*,1,-17,?,?,10%
C=C(C)COc1ccc(-c2[nH]ncc2Oc2ccc(OC)cc2)c(O)c1,?,22*,30,?,?,-8%
CCc1ccc(S(=O)(=O)NCc2cn3cccc(C)c3n2)s1,-2%,-2,-19,?,47%[activator],1%
Cc1sc2ncnc(OCC(=O)Nc3ccc4c(c3)OCCO4)c2c1C,.,15,8,11%,-5%,-3%
Cc1ccccc1OCC(=O)OCC(=O)NC1CC1,-24%,.,.,34%[activator],-25%,.
O=C1OC(C(=O)O)Cc2ccccc21 (stereo not drawn),21%,-3,-4,-11%,5%,1%
CCOC(=O)N1CCC(N2Cc3cccc(C(=O)NC(C)c4ccc5c(c4)OCCO5)c3C2=O)CC1 (stereo not drawn),.,-8,-23,-20%,-14%,-15%
O=C(CNC(=O)c1ccccc1C(=O)O)c1ccccc1,125%[activator],49*,62*,20%,59%[activator],-5%
N=c1c(C(=O)NC2CCCC2)cc2c(=O)n3ccccc3nc2n1C1CCCCC1,?,-6,-11,-6%,5%,.
COc1ccc(CCNc2oc(-c3ccc(OC)c(OC)c3)nc2P(=O)(OC)OC)cc1OC,?,6,-3,-13%,?,-4%
CCOc1ccc(NC(=O)Nc2cc(C(=O)O)ccc2N2CC3CC(C2)c2cccc(=O)n2C3)cc1 (stereo not drawn),-15%,6,-9,-5%,?,-15%
Cc1ccc(C)c(OCC(=O)NNC(=O)CSC(=S)N2CCCC2)c1,-1%,.,.,16%,0%,.
Cc1ccccc1COc1ccc(-c2nnn(CC(=O)O)n2)cc1,39%[activator],-2,-3,19%,?,25%
O=C(Nc1ccc(F)c(F)c1)C1CCCCC1,21%,.,.,-4%,65%[activator],.
Nc1ncnc2c1ncn2CCN1CCCCC1,15%,-1,-2,3%,-6%,4%
CCC(C)(C)NC(=O)CN(C(=O)CCC(=O)Nc1nccs1)c1cccc(C)c1,?,-1,-3,-13%,-36%,0%
CCC1(c2ccc(F)cc2)NC(=O)N(CC(=O)N(CCC#N)c2ccccc2)C1=O (stereo not drawn),-4%,-5,-4,10%,8%,16%
CCOC(=O)C1CCN(C(=O)C2CCC(=O)N(Cc3cccc(C(F)(F)F)c3)C2)CC1 (stereo not drawn),5%,14*,32,?,31%[activator],.
COc1cc(NC(=O)Cn2cnc3c(nc4n3CCCCC4)c2=O)cc(OC)c1OC,21%,-2,-12,17%,7%,-5%
COC(=O)CCNC(=O)CCc1ccc(S(=O)(=O)N2CCCCCC2)cc1,?,.,.,17%,?,.
COc1ccc(NC(=O)CN2C(=O)/C(=C3\SC(=S)N(CCC(=O)O)C3=O)c3ccccc32)cc1,-14%,3,-17,4%,?,.
CCOc1cc(Br)ccc1S(=O)(=O)N1CCC(C(N)=O)CC1,?,-1,3,-8%,?,6%
Cc1c(NN=C(C#N)C#N)c(=O)n(-c2ccccc2)n1C,?,6,7,?,-4%,25µM*

# 3 compounds out of the list, ordered by count of non-hydrogen atoms, highest first.
SMILES,Pf growth 48h,CHX counter,Shiga toxin inh,HCV inhibitor,Pf growth 96h,FBPA Giardia inh
Cc1ccccc1COc1ccc(-c2nnn(CC(=O)O)n2)cc1,39%[activator],-2,-3,19%,?,25%
CCOc1cc(Br)ccc1S(=O)(=O)N1CCC(C(N)=O)CC1,?,-1,3,-8%,?,6%
O=c1nc(N2CCCC2)nc(Nc2ccccc2)[nH]1,0%,-3,7,3%,15µM*,17%

# Following part.
SMILES,Pf growth 48h,CHX counter,Shiga toxin inh,HCV inhibitor,Pf growth 96h,FBPA Giardia inh
CC(=O)c1ccccc1C(=O)N1CCCC(N2CCN(Cc3ccc4c(c3)OCO4)CC2)C1 (stereo not drawn),?,-2,15,17%,44%[activator],.
FC(F)(F)c1ccnc(NCc2ccc(Cl)cc2)n1,.,-1,21,-7%,0%,-1%
Cc1onc(-c2ccccc2Cl)c1C(=O)NCc1ccc(S(N)(=O)=O)cc1,.,-7,-8,8%,-23%,2%
COc1ccc2oc(C(=O)OCC(=O)NC(=O)c3ccccc3)c(C)c2c1,-2%,10,16,13%,-4%,-6%
CCCNC(=O)c1ccc(N2CCC3(CC2)CC(c2ccccc2)=NO3)c([N+](=O)[O-])c1,-19%,-1,-1,?,?,5%
CN(CCC#N)S(=O)(=O)c1cc2c3c(c1)CCN3C(=O)CC2,10%,7,-2,5%,18%,3%
CCOc1cc(C2NC(=O)NC(c3ccccc3)=C2C(=O)c2ccccc2)c(Br)cc1OCC(=O)O (stereo not drawn),-17%,-1,-13,-3%,?,8%
CCCCCCn1c(SCCCC)nc2c1c(=O)[nH]c(=O)n2C,?,-1,-6,10%,3.3µM*,-1%
C#CC(CC)(CC)NC(=S)Nc1ccc(S(N)(=O)=O)cc1,33%[activator],12*,44*,10%,9%,0%
CCNc1cc(N2CCN(C)CC2)ccc1[N+](=O)[O-],15%,4,-1,-13%,-75%,-8%
CCc1ccccc1NC(=O)c1ccc2c(c1)CCN2S(C)(=O)=O,?,-1,21,0%,?,11%
Cc1cc(C(=O)CCl)c(C)n1-c1cccc(S(=O)(=O)N2CCOCC2)c1,-27%,16,-27,?,-113%,-1%
COC(=O)c1cc(CNC(=O)Cc2ccsc2)ccc1OC,4%,-6,-6,5%,3%,-6%
O=C(O)C1CC=CCC1C(=O)Nc1ccc(F)c(F)c1 (stereo not drawn),3%,-4,-7,13%,.,9%
COc1ccc(-c2c(-c3ccc(OCC(=O)NN)cc3O)n[nH]c2C)cc1OC,?,-2,-4,-8%,?,5%
CCCN1C(=O)c2ccc(C(=O)NC3=NCCS3)cc2C1=O,6%,15*,41,-1%,-10%,0%
Cc1c(C(=O)O)c(=O)n(-c2ccccc2)n1-c1ccccc1,3%,-4,-6,19%,18%,0%
CC(C)OP(=O)(OC(C)C)C1(O)C(=O)Nc2ccc(Br)cc21 (stereo not drawn),-3%,-3,-12,3%,-1%,-18%
COc1ccc(-c2nc(N)c(C#N)c(-c3cccnc3)c2C)cc1,?,-4,-11,?,?,0%
CC1=NN(C(N)=S)C(=O)C1N=Nc1ccccc1O (stereo not drawn),41%,15*,16,15%,-19%,25%
Cc1cc(S(=O)(=O)Nc2ccc(N3CCOCC3)cc2)ccc1Br,7%,-2,12,12%,16%,12%
CCOc1ccc(C(C)NC(=O)Cc2ccccc2)cc1OCC (stereo not drawn),2.3µM*,-3,-4,24%,2.1µM*,2%
COc1ccc(N2CC(C(=O)Nc3ccccc3C(=O)NC3CC3)CC2=O)cc1 (stereo not drawn),34%[activator],2,-16,10%,28%,-5%
O=C(Nc1ccc(-c2nc3ccccc3[nH]2)cc1)c1cccc(N2C(=O)CCC2=O)c1,-1%,-1,13,-25%,1%,-2%
Cc1ccc(Cl)cc1N1CCN(S(=O)(=O)c2c(C)[nH]c(C)c2C(=O)N2CCCC2)CC1,?,-4,4,4%,6%,.
COc1ccc([C@H]2[C@H](C(C)=O)N3N=Cc4ccccc4C3C23C(=O)OC(C)(C)OC3=O)cc1 (stereo partly drawn),-11%,12,28,-25%,-1%,1%
COc1cccc(NC(=O)N2C3CCCC2CC(NC(C)=O)C3)c1 (stereo not drawn),6%,-3,-2,8%,-17%,2%
Cc1ccc(C(C)NC(=O)COC(=O)C2=COCCO2)cc1C (stereo not drawn),-1%,.,.,15%,15%,.
CN(C)CCN(C(=O)C1CCN(S(=O)(=O)c2cccs2)CC1)c1nc2ccccc2s1,23%,.,.,18%,29%,.
Cc1cc(C)cc(N2C(=O)/C(=C\c3ccc(N4CCN(C)CC4)o3)C(=O)NC2=S)c1,?,-3,10,?,-21%,-9%

# 2 of the compounds above, with tabs.
Molecule	Pf growth 48h	CHX counter	Shiga toxin inh	HCV inhibitor	Pf growth 96h	FBPA Giardia inh
COc1ccc(-c2nc(N)c(C#N)c(-c3cccnc3)c2C)cc1	?	-4	-11	?	?	0%
CC1=NN(C(N)=S)C(=O)C1N=Nc1ccccc1O (stereo not drawn)	41%	15*	16	15%	-19%	25%

# The results go on.
SMILES,Pf growth 48h,CHX counter,Shiga toxin inh,HCV inhibitor,Pf growth 96h,FBPA Giardia inh
O=C(Cn1ncc2c(=O)oc3ccccc3c21)NC1CC1,10%,-3,3,16%,?,1%
CC(=O)COc1ncnc2c(Cl)cc(Cl)cc12,10%,-2,-2,10%,30%[activator],3%
O=C(COC(=O)c1cc(S(=O)(=O)N2CCCC2)ccc1O)Nc1ccc(S(=O)(=O)N2CCOCC2)cc1,-16%,-2,-5,16%,?,7%
O=C(Nc1cccc(-c2nc3ccccc3s2)c1)c1cc(-n2cnnc2)ccc1Cl,17%,30*,58,13µM*,0%,-1%
COc1ccc(NC(=O)C2(c3ccc(NC(=O)c4ccc(OC(C)=O)cc4)cc3)CCCC2)cc1,32%[activator],-2,-4,20%,0%,-1%
c1ccc(-c2cc3ccccc3nc2N2CCCC2)cc1,?,1,-11,?,-12%,12%
CCOc1ccc(CN2C(=O)c3ccccc3C2C(=O)NCc2cccnc2)cc1 (stereo not drawn),3%,-3,3,8%,?,0%
COc1cccc(/C=C/C(=O)OCC(=O)Nc2cc(C(F)(F)F)ccc2Cl)c1,-7%,6,-5,13%,11%,4%
C(#CCN1CCOCC1)COC(c1ccccc1)c1ccccc1,?,-3,4,-4%,?,-7%
C/C(=N\NC(=O)c1ccco1)c1cc(Cl)sc1Cl,39%[activator],25*,71*,?,44%[activator],.
Fc1cccc(Nc2cc(-n3cccn3)ncn2)c1,206%[activator],49*,51*,?,80%[activator],2%
Cc1c(Cl)cccc1NC(=O)c1cccc(OC(F)F)c1,.,37*,94*,?,?,-24%
Cn1nnnc1SCC(=O)Nc1ccccc1Br,0%,2,-7,15%,49%[activator],0%
O=C(CSc1ncccn1)N1CCCC1,16%,-5,15,24%,0%,-1%
N=C1c2c(cc(=O)n3c2[nH]c2ccccc23)CN1CCN1CCOCC1,?,9,18,-24%,?,-23%
O=C(O)c1cc(-c2ccc3c(c2)OCO3)nc2ccc(Cl)cc12,28%,8,30,22%,13%,.
COc1cc(C)nc(N(C)C(C)=O)n1,11%,-6,0,20%,-4%,4%
N#Cc1ccc(Oc2ccc(S(=O)(=O)N3CCCC3)cn2)cc1,-25%,.,.,?,-6%,.
O=C(COc1ccc(F)cc1Cl)Nc1cc(S(=O)(=O)N2CCOCC2)ccc1N1CCCCC1,4.1µM*,-2,-6,?,2.1µM*,8%
Cc1c(C(=O)N2CCCCC2)oc2ccc(Br)cc12,75%[activator],.,.,22µM*,108%[activator],.

# Structural class: those above with a nitro group on carbon
SMILES,Pf growth 48h,CHX counter,Shiga toxin inh,HCV inhibitor,Pf growth 96h,FBPA Giardia inh
COc1ccc(CCNc2ccc([N+](=O)[O-])cn2)cc1,?,-3,-2,?,13µM*,3%
CCCNC(=O)c1ccc(N2CCC3(CC2)CC(c2ccccc2)=NO3)c([N+](=O)[O-])c1,-19%,-1,-1,?,?,5%
CCNc1cc(N2CCN(C)CC2)ccc1[N+](=O)[O-],15%,4,-1,-13%,-75%,-8%
